Screening results (PubChem BioAssay)
Tau FP inhib: blocks human tau fibril formation measured by polarization | P10636 | K18 P301L tau heparin fibrillization, Alexa594 FP, 6 h | Potency, µM (series often up to 57.7 µM), for inactives: at the top dose activity, negative = inhibition, usual class: inhibitors | 280,000 tested, 0.39% active | AID 1468; further: on the % scale 0 is the no-effect control and ±100 the full control effect; nearly all actives have a fitted effect of over 55% in size
Target sequence (P10636 561-689 P618L limits assumed): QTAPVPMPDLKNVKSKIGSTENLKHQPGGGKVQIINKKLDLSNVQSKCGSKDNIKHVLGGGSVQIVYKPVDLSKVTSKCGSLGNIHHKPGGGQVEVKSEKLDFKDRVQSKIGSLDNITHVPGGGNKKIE
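FP of Alexa 594-tau after heparin (20 uM) induction. Substrate: human K18 P301L, 15 uM unlabeled, 0.24 uM labeled. Buffer 100 mM sodium acetate pH 7. 6 hr, 37 C.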
Tau fluor cs: counter-screen for tau fibril formation inhibitors; tau K18 P301L Alexa594 fluorescence, heparin fibrillization; Potency, µM (highest dose often 57.7 µM), inactives show at the highest dose activity change, negative = decrease; 280,000 tested, 0.93% active; AID 1463; further: on the % scale 0 is the no-effect control and ±100 the full control effect; nearly all actives have a fitted effect of over 55% in size
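Human tau K18 P301L (15 uM unlabeled, 0.24 uM Alexa 594-labeled) in 100 mM sodium acetate pH 7 with 20 uM heparin, 6 hr at 37 C. ThT 30 uM added, 1 hr ambient; Alexa 594 FP and total fluorescence read at 555/632 nm.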
RECQ1 inh: blocks DNA unwinding by human RECQ1 | 240,000 tested, 0.54% active | P46063 | Potency, µM (highest dose often 57.3 µM), inactives show top-dose activity, negative = inhibition, actives largely listed as inhibitors | RECQ1 DNA unwinding, red fluorescence kinetic read;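 further: plate controls were vehicle for no effect and no enzyme for full effect; nearly all actives have a fitted effect of over 30% in size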
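50 nM RECQ1T1 preincubated 15 min with compound in Tris pH 8.0 buffer with MgCl2, DTT, Tween-20 and 2.5 ug/ml poly(dI-dC); started with 200 nM TAMRA/BHQ-2 forked duplex and 2 mM ATP. Unwinding read as fluorescence (525/598 nm), two reads 2 h apart.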
Tau fibril ThT: tau fibrillization inhibition (ThT binding). recombinant tau K18 P301L (four-repeat tau fragment), heparin-induced fibrillization, ThT fluorescence. P10636. Potency, µM (highest dose often 57.4 µM), without a hit: at the top dose activity, negative = inhibition, hits mostly inhibitors. 270,000 tested, 2.1% active; further: on the % scale 0 is the no-effect control and ±100 the full control effect; nearly all actives have a fitted effect of over 55% in size
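K18 P301L tau (15 uM + 0.24 uM Alexa 594-tagged), heparin 20 uM, NaOAc pH 7, 6 h 37 C; ThT 30 uM, 1 h RT, ex 450/em 510 nm.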
TRb-SRC2 inh: disrupts binding of human TR beta to SRC2 | P10828 | TRbeta-SRC2 peptide binding, fluorescence polarization; receptor liganded with 1 µM T3 | Potency, µM (titrated, usually from 106 µM), without a hit: top-dose activity change, negative = inhibition, actives largely listed as inhibitors | 280,000 tested, 0.065% active;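 further: plate controls were bound peptide for no effect and peptide without receptor for full effect; nearly all actives have a fitted effect of over 50% in size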
Target sequence (P10828 whole entry, looked up): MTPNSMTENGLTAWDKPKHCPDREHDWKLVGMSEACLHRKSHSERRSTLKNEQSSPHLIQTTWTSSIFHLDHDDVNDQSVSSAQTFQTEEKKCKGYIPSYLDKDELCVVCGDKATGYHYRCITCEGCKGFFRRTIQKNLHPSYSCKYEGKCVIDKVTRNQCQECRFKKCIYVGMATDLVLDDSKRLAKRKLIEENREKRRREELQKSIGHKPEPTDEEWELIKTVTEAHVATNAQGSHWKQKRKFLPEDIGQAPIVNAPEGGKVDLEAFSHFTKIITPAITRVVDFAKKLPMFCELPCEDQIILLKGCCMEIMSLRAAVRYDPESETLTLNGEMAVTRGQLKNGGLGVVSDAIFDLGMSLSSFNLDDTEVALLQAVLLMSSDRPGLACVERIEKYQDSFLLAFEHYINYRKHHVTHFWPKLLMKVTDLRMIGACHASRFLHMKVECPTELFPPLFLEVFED
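Human TRb LBD (0.6 uM) plus Texas Red-labeled SRC2 peptide (20 nM), 1uM T3, 5% DMSO, 5 hr at ambient temperature. Decreased polarization (555/632 nm) flags inhibition; data normalized to free and bound peptide controls.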
TexasRed fluor: Texas Red fluorescence interference in TRb-SRC2 counter-screen. Potency, µM (titrated, usually from 106 µM), without a hit: at the top dose fluorescence change, negative = quenching. TRb/SRC2 Texas Red total fluorescence interference. 280,000 tested, 0.29% active; active means well fitted curve in either direction with a large enough effect; inconclusive means small, poorly fitted or top-dose-only effect; further: on the % scale 0 is the no-effect control and ±100 the full control effect
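Human TRβ ligand-binding domain (0.6 uM) and Texas Red SRC2 peptide (20 nM) in Tris buffer with 1 uM T3 and 5% DMSO were incubated with pinned compound for 5 hr at ambient temperature. Total fluorescence was computed as S + 2P (555/632 nm).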
HTT cytoprotect: protects HTT-Q103 PC12 cells, measured by ATP; 230,000 tested, 0.14% active; Potency, µM (highest dose often 56.4 µM), without a hit: cytoprotection (ATP increase), actives largely listed as activators; PC12 HTT-Q103 induced, cytoprotection, ATP luminescence, 40 h;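 further: % of control where 0% means no effect; nearly all actives have a fitted effect of over 45% in size; toxic huntingtin expression switched on by the ecdysone agonist tebufenozide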
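PC12 cells stably carrying ecdysone-inducible Htt exon 1 (Q103)–GFP were induced with 100 nM tebufenozide (final) alongside library compounds in a dose series. Cytoprotection was scored as retained ATP by ATPlite luminescence.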
L3MBTL1 inh: blocks human L3MBTL1. Q9Y468. AID 485360. AlphaScreen L3MBTL1–H3K9me1 peptide binding. Potency, µM (series often up to 57.1 µM), without a hit: top-dose activity, negative = inhibition, most hits filed as inhibitors. 230,000 tested, 0.66% active; further: on the % scale 0 is the no-effect control and ±100 the full control effect; nearly all actives have a fitted effect of over 60% in size
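AlphaScreen assay: L3MBTL1 (50 nM final) was preincubated 30 min at room temperature with biotinylated H3(1-15)K9me1 peptide (75 nM final), then 30 min with library compounds; streptavidin donor and nickel chelate acceptor beads (10 ug/mL final) added, 30 min dark.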
* = called active by the depositor; i = inactive; ? = inconclusive; . = no result given; [ ] = dose if it differs, or a comment. Unless noted, the call rests on the fitted dose curve; in most records, active means well fitted curve in the direction sought with a large enough effect; inconclusive means small, poorly fitted or top-dose-only effect, or another doubt; inactive means no such curve, though single readings can be large; an effect the other way counts as inactive or inconclusive. Potency means the concentration at half of the fitted maximal effect. This is a subset; count on the stated rates, not on these rows.

SMILES	Tau FP inhib	Tau fluor cs	RECQ1 inh	Tau fibril ThT	TRb-SRC2 inh	TexasRed fluor	HTT cytoprotect	L3MBTL1 inh
Cc1ccc(NC(=O)Nc2nnc(CSCCOc3ccc(Cl)cc3)s2)cc1	?	-25%	0%	-3%	5%	-2%	.	6%
CCc1ccc(CN(Cc2ccco2)c2cnc(S(C)(=O)=O)nc2C(=O)Nc2ccccc2Cl)cc1	2%	-9%	.	-5%	-4%	9%	.	.
Cc1ccc(N(C(C)C(=O)O)S(=O)(=O)c2cccnc2)cc1 (configuration not stated)	5%	1%	-14%	-2%	-9%	2%	9%	.
Cc1ccc(S(=O)(=O)Nc2cccc(/C=C/C(=O)O)c2)cc1	-6%	0%	-7%	-5%	-3%	-1%	0%	9%
Nc1nc(-c2cccc(F)c2)cs1	-32%	-21%	-7%	?	-5%	1%	-8%[10 µM]	-4%
Cc1ccsc1-c1n[nH]c(=S)n1C1CCCCC1	7%	5%	-6%	6%	-2%	-2%	.	-3%
O=C(O)CCCNC(=O)c1cncc(Br)c1	-5%	-5%	i	-16%	-4%	-2%	4%	3%
Cc1c(C(=O)N(Cc2cccs2)C2CCS(=O)(=O)C2)oc2ccccc12 (configuration not stated)	5%	-4%	-12%	1%	-8%	-3%	-19%[0.074 µM]	5%
Cc1ccc(-n2c(SCC(=O)N/N=C/C=C/c3ccccc3[N+](=O)[O-])nc3ccccc3c2=O)cc1	?	-13%	-16%	-7%	5%	2%	-4%[10 µM]	-5%
COCc1cc(=O)[nH]c(SC)n1	4%	-7%	-1%	-11%	-12%	0%	-10%[10 µM]	14%
COC(=O)c1cccc(N(C(=O)c2cnccn2)C(C(=O)NCc2ccccc2)c2ccco2)c1 (configuration not stated)	-2%	3%	5%	2%	6%	-1%	-8%	-3%
O=C(O)C1CC=CCC1C(=O)NNc1c(Cl)cc(Cl)cc1Cl (configuration not stated)	7%	8%	i	2%	-1%	0%	-11%	.

A portion from further up:
SMILES	Tau FP inhib	Tau fluor cs	RECQ1 inh	Tau fibril ThT	TRb-SRC2 inh	TexasRed fluor	HTT cytoprotect	L3MBTL1 inh
Cc1ccc(-n2c(SCC(=O)N/N=C/C=C/c3ccccc3[N+](=O)[O-])nc3ccccc3c2=O)cc1	?	-13%	-16%	-7%	5%	2%	-4%[10 µM]	-5%
COCc1cc(=O)[nH]c(SC)n1	4%	-7%	-1%	-11%	-12%	0%	-10%[10 µM]	14%
COC(=O)c1cccc(N(C(=O)c2cnccn2)C(C(=O)NCc2ccccc2)c2ccco2)c1 (configuration not stated)	-2%	3%	5%	2%	6%	-1%	-8%	-3%
O=C(O)C1CC=CCC1C(=O)NNc1c(Cl)cc(Cl)cc1Cl (configuration not stated)	7%	8%	i	2%	-1%	0%	-11%	.

Next compounds.
SMILES	Tau FP inhib	Tau fluor cs	RECQ1 inh	Tau fibril ThT	TRb-SRC2 inh	TexasRed fluor	HTT cytoprotect	L3MBTL1 inh
CCOc1ccccc1N(C)C(=O)c1cc2c(s1)-c1ccccc1OC2	5%	-13%	.	?	-4%	-20%	.	.
COc1cc2ccccc2cc1C(=O)NC(=S)Nc1cccc(C(=O)O)c1C	6%	1%	i	-15%	-7%	0%	1%[10 µM]	-1%
CC(=O)N1CCCc2cc(S(=O)(=O)Nc3ccc(C)cc3C)ccc21	?	-12%	-13%	-3%	-4%	-3%	.	-3%
CN(C)c1ccc(/C=C2\SC(=O)N(CCc3nnc(N)s3)C2=O)cc1	8%	-21%	?	?	7%	8%	-59%[inhibitor][10 µM]	.
N#Cc1cnn2c3c(cnc12)C(=O)N1CCc2ccccc2C1C3 (configuration not stated)	-10%	-10%	-3%	-16%	-14%	5%	-35%[inhibitor]	5%
CC1CCN(CCC(=O)Nc2ccccc2)CC1	7%	-3%	-1%	0%	-3%	-3%	-15%	10%
Cc1ccc(S(=O)(=O)N2CCN(CC(=O)N(CC(C)C)c3c(N)n(CC(C)C)c(=O)[nH]c3=O)CC2)c(C)c1	-4%	-2%	-5%	1%	-1%	-1%	-5%[10 µM]	0%
CCCN1C2CCCC1CC(NC(=O)c1ccccc1)C2 (configuration not stated)	-5%	-8%	-10%	-5%	9%	-5%	-11%[10 µM]	.
Cc1cc2c(cc1C)NC(CC(=O)Nc1ccccc1)C(=O)N2 (configuration not stated)	8%	-26%	.	?	4%	-3%	.	.
CCOC(=O)CSc1nc(N2CCOCC2)c2c(c1C#N)CC(C)(C)N(C)C2	5%	-6%	-7%	?	-8%	0%	-1%	-5%
CCOC(=O)C1=C(C)NC(=O)NC1c1ccc(-c2ccccc2F)o1 (configuration not stated)	-3%	-1%	-11%	-4%	-3%	2%	-1%[0.074 µM]	-10%
Cc1cc(Oc2ccccc2)nc(-c2ccccc2)n1	-13%	-20%	-9%	?	3%	-1%	4%[10 µM]	34%[activator]
Cc1cc(C)nc(N2CCC(C(=O)NCCc3ccccc3)CC2)n1	-1%	4%	-5%	-5%	-10%	2%	12%[10 µM]	2%
CCC(=O)c1ccc(N2CCN(C(=O)c3ccccc3F)CC2)c(F)c1	1%	-10%	-11%	?	-6%	-4%	-2%	.
CCCCn1c(SCC(=O)NCc2cccs2)nc2c1c(=O)n(C)c(=O)n2C	-12%	-4%	-3%	-3%	-2%	4%	-5%[10 µM]	1%
CCOC(=O)C1CCCN(C(=O)c2ccc(OC(C)=O)cc2)C1 (configuration not stated)	3%	0%	i	-5%	0%	2%	3%[10 µM]	4%
CCOc1ccc(N2CC(C(=O)Nc3ccccc3OC)CC2=O)cc1 (configuration not stated)	1%	3%	-5%	-1%	2%	-6%	-2%[10 µM]	17%
O=C(CNC(=O)c1ccccc1F)OCC(=O)N1CCCCC1	7%	1%	-1%	-6%	-8%	-2%	8%[10 µM]	-12%
COc1ccc(COC(=O)N/N=C(\C)CC(=O)Nc2ccc(Cl)cn2)cc1	2%	-8%	-12%	-10%	4%	-3%	25%[10 µM]	-3%
CCc1ccc(C(=O)COC(=O)C(CCSC)NC(=O)c2ccccc2)cc1 (configuration not stated)	-2%	9%	7%	11%	6%	-1%	7%[10 µM]	-13%
CCOc1ccccc1C1CC(c2ccc(Br)cc2)Nc2nc(N)nn21 (configuration not stated)	-2%	-3%	2%	5%	-3%	-3%	-12%	-2%
CCOC(=O)C1=C(N)OC2=C(C(=O)CC(C)(C)C2)C1c1ccccc1OC (configuration not stated)	-1%	-2%	i	-7%	-1%	0%	.	5%
Cc1c(C(=O)Nn2cnnc2)oc2ccccc12	0%	1%	-2%	3%	7%	-5%	-16%[0.074 µM]	11%
COc1ccc(S(=O)(=O)N2CCOCC2)cc1NC(=O)[C@@H]1CCCN1C(=O)c1cccs1	-6%	-13%	-3%	-9%	1%	-4%	-36%	.

Looked up one by one from the list above:
SMILES	Tau FP inhib	Tau fluor cs	RECQ1 inh	Tau fibril ThT	TRb-SRC2 inh	TexasRed fluor	HTT cytoprotect	L3MBTL1 inh
CCOC(=O)C1=C(N)OC2=C(C(=O)CC(C)(C)C2)C1c1ccccc1OC (configuration not stated)	-1%	-2%	i	-7%	-1%	0%	.	5%
CCOC(=O)C1CCCN(C(=O)c2ccc(OC(C)=O)cc2)C1 (configuration not stated)	3%	0%	i	-5%	0%	2%	3%[10 µM]	4%

Next section.
SMILES	Tau FP inhib	Tau fluor cs	RECQ1 inh	Tau fibril ThT	TRb-SRC2 inh	TexasRed fluor	HTT cytoprotect	L3MBTL1 inh
CCN(CC)S(=O)(=O)c1ccc(N2CCOCC2)c(NCC(=O)Nc2ccc(F)cc2)c1	6%	-29%	i	-1%	1%	4%	-3%[10 µM]	-1%
COc1ccc(C)cc1NC(=O)CSc1nnc(-c2ccc(C)cc2)o1	-3%	-5%	-14%	-10%	-2%	0%	10%	4%
Cc1ccc(NC(=O)C/C(N)=N/O)cc1C	1%	4%	-2%	-2%	-4%	-2%	-3%	-6%
COC(=O)c1cc(-c2ccc3c(c2)OCO3)nc2ccccc12	-10%	?	-10%	-15%	10%	-2%	-75%[inhibitor]	61%[activator]
CCOC(=O)n1c(=O)[nH]c2ccc(Br)cc21	6%	3%	i	-5%	-6%	0%	-8%[10 µM]	-2%
CS(=O)(=O)Nn1cnc2ccccc2c1=O	-3%	6%	2%	2%	-1%	0%	12%	.
Cc1ccc(-c2cc(C(=O)N3CCc4ccccc4C3)no2)cc1	-4%	-12%	i	?	-9%	-1%	-1%[10 µM]	17%

Profiles as entered above. Values in the order: Tau FP inhib, Tau fluor cs, RECQ1 inh, Tau fibril ThT, TRb-SRC2 inh, TexasRed fluor, HTT cytoprotect, L3MBTL1 inh
CCOC(=O)n1c(=O)[nH]c2ccc(Br)cc21 as listed: 6%, 3%, i, -5%, -6%, 0%, -8%[10 µM], -2%
COC(=O)c1cc(-c2ccc3c(c2)OCO3)nc2ccccc12 as listed: -10%, ?, -10%, -15%, 10%, -2%, -75%[inhibitor], 61%[activator]
Cc1ccc(-c2cc(C(=O)N3CCc4ccccc4C3)no2)cc1 as listed: -4%, -12%, i, ?, -9%, -1%, -1%[10 µM], 17%
